APOBEC3A inh = APOBEC3A ssDNA deaminase inhibitors, primary screen, selectivity assay for APOBEC3G inhibitor project, biochemical, FAM/TAMRA oligo cleavage fluorescence. DNA dC->dU-editing enzyme APOBEC-3A (Homo sapiens), P31941. recombinant A3A, FAM/TAMRA ssDNA deamination fluorescence. inhibition, % at 20 µM. 330,000 compounds, 0.41% hits;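 active means at least 40% inhibition at 20 µM here, with at most 30% in a related deaminase screen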;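 further: plate controls were A3A with DMSO for no effect and wells lacking A3A enzyme for full effect; some results filed as inactive read as strong as hits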
Target sequence (P31941 whole entry, looked up): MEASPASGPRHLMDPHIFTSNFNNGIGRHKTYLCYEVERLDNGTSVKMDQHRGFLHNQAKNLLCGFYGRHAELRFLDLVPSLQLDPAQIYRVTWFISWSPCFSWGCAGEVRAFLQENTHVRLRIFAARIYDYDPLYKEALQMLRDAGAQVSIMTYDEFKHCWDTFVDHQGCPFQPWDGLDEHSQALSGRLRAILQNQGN
mIAP act = activators of mouse IAP, primary screen, biochemical, luminescence, uHTS; intestinal alkaline phosphatase [Mus musculus]; muIAP, CDP-Star luminescence, 30 min; active compounds read high; 1 = vehicle-only enzyme signal, 0 = enzyme-free wells; activation factor at 10 µM; 330,000 compounds, 0.24% hits;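 active means activation factor of at least 2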; further: the source names both 10 and 20 µM as test concentration; values of inactives mirror those of a sister screen read the other way
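System: Mouse IAP enzyme | Also added: CDP-Star substrate | Dosing: Compounds dispensed in DMSO | Schedule: 30 min enzyme-substrate-compound incubation at room temperature | Technique: Chemiluminescence readout | Control set: DMSO-only wells and no-enzyme negative control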
MIN6 prolif = inducers of MIN6 beta-cell proliferation, primary screen, ATP luminescence, uHTS | 330,000 compounds, 0.29% hits | MIN6 cells proliferation, ATPlite luminescence, 48 h; cells starved in 0.2% serum; 100% = growth in 10% serum | proliferation, % at 10 µM;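 active means compounds whose signal lies at least 3.5 SD above the mean of all wells on their plate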;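 further: 0% = DMSO-treated cells in low-serum medium and 100% = 10% serum control; some compounds called inactive have numbers as strong as hits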
hIAP inh = human IAP inhibitors, primary screen, biochemical, luminescence, uHTS | purified IAP, CDP-Star luminescence, 30 min | inhibition, % at 10 µM | 330,000 compounds, 0.12% hits | AID 2544, 2010;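 active means inhibition reaching a set limit with compound at 10 µM in the primary screen, cut at about 35% in these data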;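 further: plate controls were DMSO wells with enzyme for no effect and no-enzyme buffer wells for full effect; values of inactives mirror those of a sister screen read the other way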
TIM10 inh = growth inhibitors of isogenic TIM10 control yeast, primary screen, counter-screen for tim10-1 yeast inhibitor project, luminescence, uHTS | S. cerevisiae TIM10 strain growth, BacTiter-Glo luminescence, 24 h | inhibition, % at 10 µM | AID 463195, 2010 | 330,000 compounds, 1.4% hits;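 active means inhibition of 40% or more at the single tested concentration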;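 further: wild-type TIM10 isogenic control strain grown at permissive 25 °C; 0% = DMSO yeast wells and 100% = minimal medium wells without yeast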
mIAP block = inhibitors of mouse IAP, primary screen, biochemical, luminescence, uHTS; intestinal alkaline phosphatase [Mus musculus]; purified mouse IAP, CDP-Star luminescence, 30 min; inhibition, % at 10 µM; 330,000 compounds, 0.2% hits; AID 2806, 2010;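 active means inhibition of at least 40% at 10 µM in the primary screen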;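 further: plate controls were DMSO with enzyme for no effect and no enzyme wells for full effect; values of inactives mirror those of a sister screen read the other way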
tim10-1 inh = growth inhibitors of tim10-1 mutant yeast, primary screen, luminescence, uHTS. S. cerevisiae tim10-1 ts strain growth, BacTiter-Glo, 24 h. inhibition, % at 20 µM. 330,000 compounds, 2.2% hits;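 active means inhibition of at least 40%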;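 further: mutant grown at 25 °C; 0% = DMSO wells with yeast and 100% = wells holding no yeast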
NALP3 yeast inh = NALP3 inflammasome inhibitors in reconstituted yeast, primary screen, luminescence, uHTS; 330,000 compounds, 0.39% hits; Yeast reconstituted NLRP3/ASC/caspase-1, beta-gal luminescence, 24 h; inhibition, % at 10 µM; AID 2825, 2010;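 active means inhibition of 50% or more; inactive means inhibition below 50%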;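 further: plate controls were induced DMSO wells for no effect and uninduced yeast grown without galactose for full effect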
A3G deaminase = APOBEC3G DNA deaminase inhibitors, primary screen, biochemical, fluorescence, single-stranded DNA substrate, uHTS. DNA dC->dU-editing enzyme APOBEC-3G (Homo sapiens), Q9HC16. recombinant A3G, ssDNA deamination FAM/TAMRA fluorescence. inhibition, % at 20 µM. 330,000 compounds, 0.28% hits. AID 493012, 2011;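 active means inhibition of at least 40% at 20 µM, with no more than 30% in the related APOBEC3A deaminase screen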;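 further: plate controls were DMSO wells with A3G for no effect and wells lacking A3G enzyme for full effect; some compounds called inactive have numbers as strong as hits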
Target sequence (Q9HC16 whole entry, looked up): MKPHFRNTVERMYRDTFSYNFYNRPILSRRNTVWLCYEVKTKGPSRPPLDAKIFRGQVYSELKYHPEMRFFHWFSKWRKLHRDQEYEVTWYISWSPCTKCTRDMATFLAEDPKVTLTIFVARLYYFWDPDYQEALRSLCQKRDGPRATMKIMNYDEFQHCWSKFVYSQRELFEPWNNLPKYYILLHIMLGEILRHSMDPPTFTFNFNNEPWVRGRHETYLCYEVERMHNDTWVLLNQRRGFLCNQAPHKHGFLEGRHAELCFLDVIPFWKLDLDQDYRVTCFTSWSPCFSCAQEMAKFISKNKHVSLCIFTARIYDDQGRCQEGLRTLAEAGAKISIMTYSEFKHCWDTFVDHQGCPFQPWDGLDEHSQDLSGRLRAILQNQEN
Active calls of the source: *.

For COc1ccc(Br)cc1[C@H]1[C@@H]2C=CCC[C@@]2(C)C(=O)N1Cc1ccccc1 the results were APOBEC3A inh -4, mIAP act 1, MIN6 prolif -8, hIAP inh 9, TIM10 inh 7, mIAP block 0, tim10-1 inh 44*, NALP3 yeast inh -5 and A3G deaminase -9.
CCC(CO)Nc1ncnc2onc(-c3ccc(F)cc3)c12 (stereo not drawn) was read as APOBEC3A inh -2, mIAP act 0.9, MIN6 prolif 0, hIAP inh -8, TIM10 inh -4, mIAP block 10, tim10-1 inh 0, NALP3 yeast inh 3 and A3G deaminase -7.
CCN1CCN(Cc2ccc(NC(=O)c3ccc(C)c(NC(=O)c4cc(-c5ccc(Br)cc5)n[nH]4)c3)cc2C(F)(F)F)CC1 was read as APOBEC3A inh -3, mIAP act 1.1, MIN6 prolif -8, hIAP inh 17, TIM10 inh 2, mIAP block -7, tim10-1 inh -9, NALP3 yeast inh 30 and A3G deaminase -6.
For O=C(Cc1ccc2ccccc2c1)NC(Cc1ccccc1)C(=O)O (stereo not drawn) the results were APOBEC3A inh 2, mIAP act 1.2, TIM10 inh -14, mIAP block -12, tim10-1 inh 5 and A3G deaminase 2.
For COc1ccc(C(=O)N(Cc2ccc(N(C)C)cc2)C2CCS(=O)(=O)C2)cc1 (stereo not drawn) the results were APOBEC3A inh 1, mIAP act 1.1, MIN6 prolif 0, hIAP inh -6, TIM10 inh -2, mIAP block -8, tim10-1 inh 1, NALP3 yeast inh 16 and A3G deaminase 1.
CC/C(=N/NC(=O)c1ccccc1)c1ccc(OCCN2CCOCC2)cc1 was read as APOBEC3A inh 0, mIAP act 0.94, MIN6 prolif 2, hIAP inh 1, TIM10 inh -12, mIAP block 6, tim10-1 inh -27, NALP3 yeast inh 15 and A3G deaminase -5.
For COc1ccc(NC(=S)Nc2ccc(OCc3ccccc3)cc2)c(OC)c1 the results were APOBEC3A inh -5, mIAP act 0.94, MIN6 prolif -6, hIAP inh -5, TIM10 inh 15, mIAP block 6, tim10-1 inh 11, NALP3 yeast inh 14 and A3G deaminase -15.
Screening Cc1nn(C)c(C)c1Sc1ccc(Br)cc1 returned APOBEC3A inh -1, mIAP act 0.94, MIN6 prolif -1, hIAP inh 6, TIM10 inh 15, mIAP block 6, tim10-1 inh 6, NALP3 yeast inh 30 and A3G deaminase -4.
Screening O=C(Nc1cccc(F)c1)Nc1ccccn1 returned APOBEC3A inh 1, mIAP act 1, MIN6 prolif -2, hIAP inh 6, TIM10 inh 8, mIAP block -3, tim10-1 inh -8, NALP3 yeast inh 37 and A3G deaminase -9.
For CCCn1c(SCC(=O)O)nc2ccccc21 the results were APOBEC3A inh -4, mIAP act 1.1, MIN6 prolif 1, hIAP inh 1, TIM10 inh -16, mIAP block -6, tim10-1 inh 1, NALP3 yeast inh -5 and A3G deaminase -4.
For Cc1noc(C)c1COC(=O)[C@@H](NC(=O)c1ccccc1Cl)C(C)C the results were APOBEC3A inh 2, mIAP act 1, MIN6 prolif -2, hIAP inh -6, TIM10 inh -8, mIAP block -1, tim10-1 inh 9, NALP3 yeast inh -6 and A3G deaminase -1.
`CC(Sc1nnc(-c2cccnc2)n1-c1ccccc1F)C(=O)N1CCCc2ccccc21` (stereo not drawn) gave APOBEC3A inh 0, mIAP act 0.98, MIN6 prolif 0, hIAP inh 7, TIM10 inh 18, mIAP block 2, tim10-1 inh 20, NALP3 yeast inh 12 and A3G deaminase 3.
Screening CCN(CC(=O)Nc1c(F)cccc1F)C(=O)c1ccc(S(=O)(=O)N2CCCC2)cc1 returned APOBEC3A inh 0, mIAP act 1.1, MIN6 prolif -2, hIAP inh 1, TIM10 inh 4, mIAP block -7, tim10-1 inh 4, NALP3 yeast inh 14 and A3G deaminase 3.
Screening COc1cccc(C(=O)NCC(C)(C)SCc2ccc(F)cc2)c1 returned APOBEC3A inh -7, mIAP act 0.99, MIN6 prolif -6, hIAP inh 6, TIM10 inh 21, mIAP block 1, tim10-1 inh 19, NALP3 yeast inh 0 and A3G deaminase 4.
For Cc1cc(C)nc(OC(=O)c2ccc(Cl)cc2Cl)n1 the results were APOBEC3A inh 1, mIAP act 0.97, MIN6 prolif 1, hIAP inh 5, TIM10 inh 4, mIAP block 3, tim10-1 inh 27, NALP3 yeast inh -16 and A3G deaminase -2.
Screening COc1cc(OC)cc(C(=O)NCC(=O)OCc2nc3ccccc3s2)c1 returned APOBEC3A inh -1, mIAP act 0.98, MIN6 prolif -3, hIAP inh 0, TIM10 inh 11, mIAP block 2, tim10-1 inh 4, NALP3 yeast inh 19 and A3G deaminase -2.
`COc1ccc(Oc2c(Cl)cnn(-c3ccc(F)cc3)c2=O)cc1` gave APOBEC3A inh 3, mIAP act 0.97, MIN6 prolif -5, hIAP inh 2, TIM10 inh -21, mIAP block 3, tim10-1 inh 17, NALP3 yeast inh 20 and A3G deaminase -4.
`CN(C)S(=O)(=O)N1CCN(Cc2ccccc2)CC1` gave APOBEC3A inh 5, mIAP act 1.1, MIN6 prolif -1, hIAP inh 0, TIM10 inh -1, mIAP block -11, tim10-1 inh 4, NALP3 yeast inh 6 and A3G deaminase 2.
CC(=O)N(Cc1ccccn1)Cc1ccco1 was read as APOBEC3A inh 2, mIAP act 0.97, MIN6 prolif -1, hIAP inh -2, TIM10 inh 0, mIAP block 3, tim10-1 inh 11, NALP3 yeast inh 22 and A3G deaminase 1.
For Cc1c(NS(=O)(=O)c2ccc(F)cc2)c(=O)n(-c2ccccc2)n1C the results were APOBEC3A inh 6, mIAP act 0.84, MIN6 prolif -3, hIAP inh -6, TIM10 inh 4, mIAP block 16, tim10-1 inh 16, NALP3 yeast inh 11 and A3G deaminase 0.
`CCOC(=O)c1ccc(NC(=O)c2cc3c(s2)CCC3)cc1` gave APOBEC3A inh -5, mIAP act 1.1, MIN6 prolif 0, hIAP inh -3, TIM10 inh 3, mIAP block -10, tim10-1 inh 6, NALP3 yeast inh -10 and A3G deaminase -6.
Screening O=C(Nc1cc(S(=O)(=O)N2CCOCC2)ccc1N1CCCC1)c1cc(=O)[nH]c2ccccc12 returned APOBEC3A inh 32, mIAP act 0.96, MIN6 prolif -4, hIAP inh 14, TIM10 inh 9, mIAP block 4, tim10-1 inh 10, NALP3 yeast inh 9 and A3G deaminase 18.
O=c1[nH]c(NCCO)nc2ncn(Cc3ccccc3)c12 was read as APOBEC3A inh -2, mIAP act 1, MIN6 prolif -3, hIAP inh -16, TIM10 inh -6, mIAP block -2, tim10-1 inh 8, NALP3 yeast inh 16 and A3G deaminase -2.
Screening CCOC(=O)N1CCN(Cc2ccccn2)CC1 returned APOBEC3A inh 1, mIAP act 1, MIN6 prolif -4, hIAP inh -6, TIM10 inh -18, mIAP block -4, tim10-1 inh 1, NALP3 yeast inh 6 and A3G deaminase -3.
`O=C(Nc1ccc(C(F)(F)F)cc1)c1cccnc1N1CCOCC1` gave APOBEC3A inh 2, mIAP act 0.98, MIN6 prolif -1, hIAP inh -9, TIM10 inh 0, mIAP block 2, tim10-1 inh 14, NALP3 yeast inh 10 and A3G deaminase 1.
CC(=O)c1c(C)nc2ccc(Br)cc2c1-c1ccccc1 was read as APOBEC3A inh 1, mIAP act 0.93, MIN6 prolif -1, hIAP inh -4, TIM10 inh -48, mIAP block 7, tim10-1 inh -16, NALP3 yeast inh -21 and A3G deaminase -2.
COc1ccccc1C1c2ccc3ccccc3c2Oc2ncn(CCN(C)C)c(=N)c21 (stereo not drawn) was read as APOBEC3A inh -2, mIAP act 0.98, MIN6 prolif -6, hIAP inh 11, TIM10 inh 26, mIAP block 2, tim10-1 inh 20, NALP3 yeast inh 24 and A3G deaminase -9.
Cc1cc(NS(=O)(=O)c2ccc(NC(=O)COc3ccc(Cl)c(C)c3)cc2)no1 was read as APOBEC3A inh 3, mIAP act 0.99, MIN6 prolif 0, hIAP inh -2, TIM10 inh -12, mIAP block 1, tim10-1 inh 8, NALP3 yeast inh 17 and A3G deaminase 2.
Screening COc1cccc(-c2c(C(=O)N/N=C(\C)c3ccncc3)nnn2-c2nonc2N)c1 returned APOBEC3A inh -6, mIAP act 1, MIN6 prolif 7, hIAP inh 8, TIM10 inh -5, mIAP block -1, tim10-1 inh 10, NALP3 yeast inh 2 and A3G deaminase -7.
CCC(c1nc2ccccc2c(=O)n1CCN1CCOCC1)N1C(=O)c2ccccc2C1=O (stereo not drawn) was read as APOBEC3A inh 6, mIAP act 1, MIN6 prolif -2, hIAP inh -5, TIM10 inh 2, mIAP block -4, tim10-1 inh 6, NALP3 yeast inh 3 and A3G deaminase 0.
O=C(c1ccc2c3c(cccc13)CC2)C1CCCN(C(=O)c2ccc[n+]([O-])c2)C1 (stereo not drawn) was read as APOBEC3A inh 3, mIAP act 1, MIN6 prolif -1, hIAP inh -2, TIM10 inh -6, mIAP block -4, tim10-1 inh -1, NALP3 yeast inh 19 and A3G deaminase -4.
`COc1cccc(CN(CC(=O)NCc2ccc(F)cc2)C(=O)c2ccco2)c1` gave APOBEC3A inh 45*, mIAP act 0.98, MIN6 prolif 2, hIAP inh 5, TIM10 inh -7, mIAP block 2, tim10-1 inh -4, NALP3 yeast inh 18 and A3G deaminase -2.
For COc1ccc(/C=C/c2cc(C(F)(F)F)on2)cc1 the results were APOBEC3A inh -1, mIAP act 0.92, MIN6 prolif -3, hIAP inh 5, TIM10 inh 1, mIAP block 8, tim10-1 inh -2, NALP3 yeast inh 17 and A3G deaminase -7.
`O=C(CSc1c2c(nc3cc(Cl)ccc13)CCCC2)NCCCN1CCOCC1` gave APOBEC3A inh 2, mIAP act 0.99, MIN6 prolif -2, hIAP inh -18, TIM10 inh 15, mIAP block 1, tim10-1 inh 26, NALP3 yeast inh 6 and A3G deaminase -2.
For CC(=O)c1ccc(NC(=O)CNc2cc(S(=O)(=O)N3CCOCC3)ccc2N2CCCC2)cc1 the results were APOBEC3A inh 1, mIAP act 1, MIN6 prolif -3, hIAP inh -11, TIM10 inh 11, mIAP block -4, tim10-1 inh -6, NALP3 yeast inh 9 and A3G deaminase -2.
Screening Cc1cccc(N(CC(=O)Nc2ccccc2-c2ccccc2)S(=O)(=O)c2ccccc2)c1C returned APOBEC3A inh 0, mIAP act 1.2, MIN6 prolif -6, hIAP inh -7, TIM10 inh 28, mIAP block -17, tim10-1 inh 28, NALP3 yeast inh 4 and A3G deaminase -7.
`CCCC(c1nnnn1Cc1ccccc1)N1CCN(c2ccccc2OC)CC1` (stereo not drawn) gave APOBEC3A inh -2, mIAP act 1, MIN6 prolif -3, hIAP inh -2, TIM10 inh 16, mIAP block -3, tim10-1 inh 31, NALP3 yeast inh 4 and A3G deaminase 7.
